SIAE primary: inhibitors of human sialic acid acetylesterase SIAE. SIAE FP-Rh probe binding, fluorescence polarization. Q9HAT2. hit rate 0.69% among 370,000. inhibition, % at 9.66 µM;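 active = inhibition above a cutoff: mean of compounds within the control limits plus 3 SD of those, cut at about 17% in these data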;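 note: 0% = plate median of compound wells and 100% = probe without SIAE protein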
ADAM10 inh: inhibits human ADAM10; AID 720582; recombinant ADAM10, EDANS/DABCYL FRET peptide cleavage, 3 h; O14672; inhibition, % at 7 µM; hit rate 0.62% among 370,000;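 active = inhibition above a per-campaign cutoff equal to the mean of compounds falling between control-based bounds plus 3 SD, cut at about 20% in these data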;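 note: 0% = DMSO wells while the 100% control is not disclosed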
PLC-gamma1 inh: blocks human PLC-gamma1 enzyme activity; purified PLC-gamma1, fluorogenic substrate, fluorescence; inhibition, % at 12.2 µM; P19174; hit rate 0.84% among 370,000; AID 720700; in the data active = inhibition above about 9.5%
ADAM17 inh: inhibitors of human ADAM17 | P78536 | recombinant ADAM17, EDANS/DABCYL FRET peptide cleavage | inhibition, % at 6.95 µM | hit rate 0.83% among 370,000;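 active = inhibition above the mean of compounds lying between control limits plus 3 SD, set per campaign, cut at about 8.5% in these data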;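 note: 0% = DMSO-only wells as the low control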
TDP2 inh: TDP2 (human) inhibition, absorbance primary screen; O95551; recombinant TDP2, T5PNP hydrolysis, p-nitrophenol absorbance 415 nm; inhibition, % at 12.8 µM; hit rate 0.34% among 370,000; AID 720702;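 active = inhibition above the mean of all tested compounds plus 3 SD, set per campaign, cut at about 25% in these data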;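 note: 0% = DMSO with enzyme and 100% = buffer with substrate but no TDP2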
Target sequence (O95551 whole entry, looked up): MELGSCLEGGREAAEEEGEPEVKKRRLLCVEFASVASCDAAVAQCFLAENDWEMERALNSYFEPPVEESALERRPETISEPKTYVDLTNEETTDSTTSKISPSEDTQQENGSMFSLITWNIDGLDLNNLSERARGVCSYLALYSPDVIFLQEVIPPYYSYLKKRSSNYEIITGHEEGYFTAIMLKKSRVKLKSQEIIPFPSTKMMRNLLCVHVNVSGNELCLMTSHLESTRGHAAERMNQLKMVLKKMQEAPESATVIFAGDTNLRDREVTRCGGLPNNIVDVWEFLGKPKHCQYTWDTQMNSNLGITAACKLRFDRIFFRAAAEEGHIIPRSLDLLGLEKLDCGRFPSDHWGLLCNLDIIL
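System: recombinant human TDP2 / Amount: 120 nM TDP2 per well / Also added: 5 mM T5PNP chromogenic substrate / Doses: 12.8 µM single point, 1% DMSO / Incubation: 2 h at 37 °C / Detection: p-Nitrophenol epi absorbance / Evaluation: % inhibition relative to enzyme-containing and enzyme-free wells / Repeats: singlicate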
ASAP1 inh: inhibitors of human ASAP1 ArfGAP activity; Q9ULH1; hit rate 0.19% among 360,000; inhibition, % at 16.5 µM; ASAP1-stimulated ARF1 GTP hydrolysis, GDP FP detection; AID 624377; in the data active = inhibition above about 25%;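 note: 0% = vehicle with enzyme and substrate and 100% = no enzyme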
PLC-beta3 inh: blocks human PLC-beta3 enzyme activity. Q01970. Purified PLC-beta3, fluorogenic substrate, fluorescence. inhibition, % at 12.2 µM. hit rate 0.18% among 370,000. AID 720704; in the data active = inhibition above about 11%;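 note: 0% = median of compound wells on plate and 100% = full blocker control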
Tn7 DDE FP: DD(E)-Tn7 binding inhibition, primary FP screen | P02675 | FP displacement of FITC-Tn7 peptide from fibrin DD(E); 0% = median of compound wells per plate | inhibition, % at 8.3 µM | hit rate 0.13% among 370,000 | AID 720508;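 active = inhibition above the mean of compounds falling within the control limits plus 3 SD of them, cut at about 14% in these data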;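 note: 0% = plate median of compound wells and 100% = 10 µM Aha-Tn7 peptide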
Target sequence (P02675 whole entry, looked up): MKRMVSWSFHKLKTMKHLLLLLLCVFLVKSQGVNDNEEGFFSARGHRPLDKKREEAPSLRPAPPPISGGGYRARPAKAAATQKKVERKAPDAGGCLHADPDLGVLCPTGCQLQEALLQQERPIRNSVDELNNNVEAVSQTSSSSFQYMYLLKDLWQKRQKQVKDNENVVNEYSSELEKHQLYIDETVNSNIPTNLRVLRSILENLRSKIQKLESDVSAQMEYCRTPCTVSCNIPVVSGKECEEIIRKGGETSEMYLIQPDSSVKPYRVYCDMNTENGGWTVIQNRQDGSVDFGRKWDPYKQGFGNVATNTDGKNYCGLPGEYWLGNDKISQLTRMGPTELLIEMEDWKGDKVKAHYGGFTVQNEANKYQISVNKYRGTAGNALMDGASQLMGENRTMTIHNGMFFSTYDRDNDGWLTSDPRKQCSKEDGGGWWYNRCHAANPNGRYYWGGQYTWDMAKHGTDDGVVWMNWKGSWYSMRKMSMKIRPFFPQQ
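Assay system: Human fibrin DD(E) protein | Medium: Tris buffer with calcium and detergent, pH 7.8 | Reagent: 0.1 µM fluorescent Tn7 | Compound dosing: Single point at 8.3 µM | Times: 10 min preincubation, 3 h with tracer, room temperature | Detection: Fluorescence polarization of the labelled Tn7 tracer | Controls: Aha-Tn7 high control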
ARFGAP1 inhibitor: rat ARFGAP1 inhibition | Q62848 | Arfgap1-stimulated ARF1 GTP hydrolysis, GDP FP detection | inhibition, % at 16.5 µM | hit rate 0.26% among 360,000;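 active = inhibition above a per-plate limit, mean inhibition of low control wells plus 3 SD, cut at about 25% in these data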;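 note: 0% = DMSO wells with enzyme and 100% = wells lacking Arfgap1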
Target sequence (Q62848 1-136 limits assumed): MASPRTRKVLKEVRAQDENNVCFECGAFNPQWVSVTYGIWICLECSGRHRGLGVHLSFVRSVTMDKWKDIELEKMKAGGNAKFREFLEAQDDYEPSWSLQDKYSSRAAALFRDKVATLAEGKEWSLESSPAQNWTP
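Assay system: Rat Arfgap1 GAP domain (His6, aa 1-136), purified enzyme | Buffer or medium: HEPES 25 mM pH 7.5, NaCl 150 mM, MgCl2, DTT | Schedule: GTP hydrolysis reaction 2 h at 25 °C | Signal: FP of antibody-bound GDP Alexa 633 tracer, ex 620/em 688 nm | Measure: Percent inhibition of Arfgap1-stimulated GTP hydrolysis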
Tn6 DDE FP: DD(E)-Tn6 binding inhibition, primary FP screen; AID 720509; inhibition, % at 8.3 µM; P02675; hit rate 0.21% among 370,000; Fibrin DD(E) TRITC-Tn6 fluorescence polarization displacement;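 active = inhibition above a per-campaign cutoff: mean of compounds within control limits plus 3 SD, cut at about 15% in these data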;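 note: 0% = median of all compound wells on the plate and 100% = blocking peptide control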
* = called active by the depositor; nt = not tested or not shown; & = joins results of further samples. The order is random, and some 3.6% of all compounds hit somewhere here.

SMILES	SIAE primary	ADAM10 inh	PLC-gamma1 inh	ADAM17 inh	TDP2 inh	ASAP1 inh	PLC-beta3 inh	Tn7 DDE FP	ARFGAP1 inhibitor	Tn6 DDE FP
Nc1ncnc2c1ncn2[C@@H]1O[C@H](C(=O)N[C@@H](CCc2ccccc2)C(=O)N2CCN(C(=O)N3CCOCC3)CC2)[C@@H](O)[C@H]1O	70*	5	-1	0	-7	4	4	3	-9	0
CCS(=O)(=O)N1N=C(c2ccc(NS(C)(=O)=O)cc2)CC1c1ccccc1 (configuration not stated)	-4	-473	-24	-155	1	9	-24	0	12	-3
CCCCNS(=O)(=O)c1ccc(OC)c(Cl)c1Cl	-2	2	-3	0	5	11	0	0	5	3
COC(=O)C1=C(C(=O)OC)[N+]2=C3N(C(=O)NC2(C)C)[C@H](CO)C[C@@]32c3ccccc3N(Cc3ccccc3)[C@@H]12	8	6	2	3	-2	3	4	3	0	3
Cn1ncc2c(=O)n(CC(=O)NC34CC5CC(CC(C5)C3)C4)cnc21	0	2	0	-4	2	-8	3	1	5	-7
COC(=O)CCC(=O)Nc1ccc(Cl)c(Cl)c1	-11	4	1	-8	-15	19	0	0	5	1
Cc1ccc(NC(=O)CCN2C(=O)C3CCCCC3C2=O)cc1[N+](=O)[O-] (configuration not stated)	8	-9	0	-2	4	-19	-2	-1	10	-5
COC(=O)[C@]12CCCCC=C1N(CCc1ccc(OC)c(OC)c1)C(=O)[C@H](CC(=O)N1CCCC1)C2	4	-4	0	-1	0	7	4	-5	1	-7
CCn1c(NC(=O)c2ccccc2)nc2ccccc21	0	-14	-5	-4	3	-17	-13	7	18	0
CCCn1c(=N)c(S(=O)(=O)c2ccc(F)cc2)cc2c(=O)n3cccc(C)c3nc21	-1	-39	-10	-8	-12	0	-23	1	-2	4
O=c1c2ccccc2c(C=NC2CCS(=O)(=O)C2)c(O)n1-c1ccccc1 (configuration not stated)	10	-34	-13	-8	1	-8	-13	-4	-2	3
Cc1ccc(C(=O)OCC(=O)N2CC(C)CC(C)C2)cc1S(=O)(=O)N1CCCCC1 (configuration not stated)	1	-6	2	1	12	-4	-3	0	2	-2
Cc1cnc(NC(=O)CN2CCN(c3ccccc3F)CC2)s1	-4	1	0	0	9	8	2	1	-8	-12
COc1ccc(CN2CCC(=O)N(CCO)CC2)cc1OC	6	-2	0	-2	-1	4	2	-2	1	-5
O=C(COC(=O)/C=C/c1ccco1)Nc1ncc(Cl)cc1Cl	-5	-7	-15	-8	2	-4	-15	4	-1	1
COC(=O)C[C@@H]1OC[C@H](C(C)C)N1S(=O)(=O)c1ccc(C)cc1	-3	-8	0	-2	6	2	3	8	1	13
C/C(=C\c1ccccc1)C(=O)NCCN1CCOCC1	-3	2	3	0	1	8	3	3	13	2
COc1cccc(C2/C(=C(/O)c3ccc(C)cc3)C(=O)C(=O)N2Cc2ccco2)c1 (configuration not stated)	-4	1	-1	-4	-2	14	-2	-2	5	-4
COC1=CC(C)C2CC3OC(O)CC4C(C)=C(OC)C(=O)C(C2(C)C1=O)C34C (configuration not stated)	-5	-12	1	0	5	-3	4	-5	6	-3
CO/N=C/c1ccc(N2CCN(C(=O)c3ccc(F)cc3)CC2)c([N+](=O)[O-])c1	6	2	0	3	8	-5	2	0	-3	-3
CN(C)c1ccc(/C=N/NC(=O)c2sccc2-n2cccc2)cc1	9	-9	-18	-3	17	0	-30	-1	6	7
O=C(Nc1ccccc1[N+](=O)[O-])c1cncc(Br)c1	-5	-7	-3	-2	3	6	0	8	4	0
CN1CCN(c2ccccc2/C=C2/C(=O)Nc3ccccc32)CC1	2	-3	2	-2	-4	-2	-2	5	1	-4
CSc1ccccc1NC(=O)c1cc(C2CC2)on1	2	-12	-1	-4	0	-6	-3	-6	13	1
COc1ccc(Cl)cc1NC(=O)Cc1c(F)cccc1Cl	0	-4	-1	-1	7	0	-3	-2	4	-5
SMILES	SIAE primary	ADAM10 inh	PLC-gamma1 inh	ADAM17 inh	TDP2 inh	ASAP1 inh	PLC-beta3 inh	Tn7 DDE FP	ARFGAP1 inhibitor	Tn6 DDE FP
CCOc1ccc(NC(=S)N2c3ccccc3CC2C)cc1 (configuration not stated)	-1	-6	0	-4	-2	-13	-7	4	-1	-2
O=C(CCc1nc2ccccc2c(=O)[nH]1)NCCN1C(=O)S/C(=C\c2ccccc2Cl)C1=O	-4	-4	-5	-4	-9	-1	0	4	-7	-1
CCC(CC)NC(=O)COC(=O)c1cccc(C)c1O	4	-4	-3	-2	2	6	-2	-2	2	7
COc1ccc(C2(O)CN(c3ccccc3)C3=[N+]2CCS3)cc1OC (configuration not stated)	5	7	-1	4	18	-1	-1	6	-1	3
c1cc2c(cc1-n1cnnn1)OCO2	3	1	0	-4	8	-11	-5	1	6	4
Cc1cccc(NC(=O)CCc2nnc3ccc(NCc4ccco4)nn23)n1	3	-7	-8	-6	13	2	-16	3	-7	9
CCCn1c(N)c(C(=O)CN2CCN(S(=O)(=O)c3cccs3)CC2)c(=O)[nH]c1=O	7	-19	-1	-4	-10	-13	0	0	4	-4
CN(C)C(=O)c1cccc(-c2cnc3sc(NCc4ccc5c(c4)OCO5)nn23)c1	-4	4	3	0	0	-10	1	-1	-9	3
CCOC(=O)N1CCN(c2cc(N3CCOCC3)c(F)cc2[N+](=O)[O-])CC1	-3	4	2	-1	-13	-9	4	-3	-9	-4
Nc1nc(NC(=O)c2ccccc2Cl)nn1-c1ccccc1	-6	-4	-1	-6	-1	-5	-7	4	-1	3
CC(=O)Nc1ccc(-c2csc(NC(=O)Cc3cccc(F)c3)n2)cc1	-6	-10	-17	1	1	12	-31	-10	31*	-9
Cc1ccc(S(=O)(=O)N(C)c2ccc(OCc3cccc(C)c3)cc2)cc1	-5	2	5	3	-2	-8	-8	-9	-2	-8
CCOC(=O)N/N=C(\CCC(=O)O)c1cccs1	1	-3	-1	-8	5	6	-10	5	-6	1
Cc1ccc(NC(=O)COC(=O)C2CC2)cc1S(=O)(=O)N1CCOCC1	-6	-13	2	-3	2	7	-1	5	2	-5
CC(=O)N1CCN(CC(=O)Nc2ccccc2Sc2ccc(Cl)cc2)CC1	3	5	1	1	6	-5	0	2	5	-2
COc1ccc(C)cc1NS(=O)(=O)c1ccc2c(c1)NC(=O)C(C)S2 (configuration not stated)	-4	12	1	1	-14	-4	-3	1	-6	1
CCOc1ccccc1Nc1nnc(SCC(=O)Nc2cc(C)on2)s1	-1	-4	5	4	-18	-4	2	9	-13	-2
O=c1c2cccc(Cl)c2nc2n1Cc1ccccc1-2	-11	6	-1	-2	-15	6	-5	0	-1	2
COc1ccc(OCc2nnc(SCc3ccc(C(=O)O)cc3)o2)cc1	-3	-1	-2	-3	3	-7	5	-2	-11	7
Cn1c(SCc2cccc(Br)c2)nc2c1c(=O)[nH]c(=O)n2C	8	18	2	1	-6	1	3	6	8	-1
CCS(=O)(=O)N1CCN(c2cc3c(cc2[N+](=O)[O-])n(C)c(=O)n3C)CC1	0	-2	-2	-4	3	8	0	-4	11	1
CC(C)n1ncc2c(C(=O)NCc3ccccc3CN(C)C)cc(C3CC3)nc21	4	-234	-85	-62	3	-2	-132	4	-17	3
COc1ccccc1CCC(=O)Nc1cc(S(=O)(=O)N2CCCCC2)ccc1N1CCN(C)CC1	8	-14	2	-3	-8	-15	-7	1	-3	1
Cc1ccc(OCc2nc3c4c(ncn3n2)-c2ccccc2CC42CCCC2)cc1	-6	0	-1	-3	2	-7	5	0	2	-5
Cc1ccc(S(=O)(=O)CCC(=O)OCC(=O)NCc2ccc(Cl)cc2)cc1	1	-1	0	-2	7	0	-3	4	1	6
SMILES	SIAE primary	ADAM10 inh	PLC-gamma1 inh	ADAM17 inh	TDP2 inh	ASAP1 inh	PLC-beta3 inh	Tn7 DDE FP	ARFGAP1 inhibitor	Tn6 DDE FP
Cc1cc(C)nc(-n2nc(C)c3c(=O)[nH]c(C(F)(F)F)nc32)n1	0	-11	-1	-5	12	-5	0	-1	-4	-6
CCCC(=O)Nc1ccccc1NC(=O)CN(C)S(=O)(=O)c1ccc(C)cc1	-3	1	0	-6	0	-20	-1	2	-1	8
Cc1[nH]c2ccc(-c3nnc(SCC(=O)c4ccc(F)cc4)o3)cc2c1C	-5	-3	-2	-4	8	5	-4	-5	6	-2
CCCS(=O)(=O)c1csc(C(=O)OC)c1N	10	-47	-12	-24	6	0	-12	3	8	3
CCNC(=S)N(Cc1ccco1)Cc1cc2cc(OCC)ccc2[nH]c1=O	-4	-234	-30	-71	-4	1	-37	7	8	-1
CNc1nc(C)c(C#N)c(-c2ccccc2)c1C(C)=O	1	-10	-7	-2	-13	-3	-11	-6	2	-1
CC1(C)CC(=O)C(C(C2=C(O)CC(C)(C)CC2=O)c2ccc(O)c([N+](=O)[O-])c2)=C(O)C1	5	-2	2	-1	-6	2	4	-8	-1	12
COC(=O)/C=C/c1cnc[nH]1	3	-4	0	-4	6	9	1	-6	3	-11
Cc1nn(C(C)C(=O)NCC2CCCO2)c(=O)c2c1sc1ccccc12 (configuration not stated)	-7	-28	0	-5	8	10	2	1	4	0
CCCCn1cnc2c(cnn2-c2ccc(Cl)cc2)c1=O	1	2	-1	-1	-1	-4	1	-7	-7	-8
O=C(CSc1ncnc2c1oc1ccccc12)NC1CCCCC1	8	-7	-1	3	-8	-3	2	10	1	-3
CCCCNC(=O)OCCCN1CCC2(CCC(c3ccccc3)CC2)C1=O (configuration not stated)	-3&-2	-5&-1	-2&2	1&-1	-5&2	nt	0&-9	-4&4	nt	-3&5
COCCN1CCN(C(=O)C2CCC(=O)N(CCc3cccc(F)c3)C2)CC1 (configuration not stated)	1	2	2	-4	6	-14	-5	1	7	6
C[C@]12CC[C@@H]3c4ccc(O)cc4CC[C@H]3[C@@H]1C[C@@H](O)[C@@H]2O	2	-13	0	-4	-4	-5	-2	-2	-6	5

Structural class, the entries above containing two or more sulfur atoms.
SMILES	SIAE primary	ADAM10 inh	PLC-gamma1 inh	ADAM17 inh	TDP2 inh	ASAP1 inh	PLC-beta3 inh	Tn7 DDE FP	ARFGAP1 inhibitor	Tn6 DDE FP
CCS(=O)(=O)N1N=C(c2ccc(NS(C)(=O)=O)cc2)CC1c1ccccc1 (configuration not stated)	-4	-473	-24	-155	1	9	-24	0	12	-3
CCCn1c(N)c(C(=O)CN2CCN(S(=O)(=O)c3cccs3)CC2)c(=O)[nH]c1=O	7	-19	-1	-4	-10	-13	0	0	4	-4
COc1ccc(C)cc1NS(=O)(=O)c1ccc2c(c1)NC(=O)C(C)S2 (configuration not stated)	-4	12	1	1	-14	-4	-3	1	-6	1
CCOc1ccccc1Nc1nnc(SCC(=O)Nc2cc(C)on2)s1	-1	-4	5	4	-18	-4	2	9	-13	-2
CCCS(=O)(=O)c1csc(C(=O)OC)c1N	10	-47	-12	-24	6	0	-12	3	8	3
